TNAP inh Pi – human TNAP enzyme inhibitors, primary screen, biochemical, colorimetric, phosphate release readout | 21,000 tested, under 10 active | inhibition, % at 20 µM | AID 614, 2007 | purified TNAP, pNPP, malachite green phosphate absorbance
Target sequence (P05186 whole entry, looked up): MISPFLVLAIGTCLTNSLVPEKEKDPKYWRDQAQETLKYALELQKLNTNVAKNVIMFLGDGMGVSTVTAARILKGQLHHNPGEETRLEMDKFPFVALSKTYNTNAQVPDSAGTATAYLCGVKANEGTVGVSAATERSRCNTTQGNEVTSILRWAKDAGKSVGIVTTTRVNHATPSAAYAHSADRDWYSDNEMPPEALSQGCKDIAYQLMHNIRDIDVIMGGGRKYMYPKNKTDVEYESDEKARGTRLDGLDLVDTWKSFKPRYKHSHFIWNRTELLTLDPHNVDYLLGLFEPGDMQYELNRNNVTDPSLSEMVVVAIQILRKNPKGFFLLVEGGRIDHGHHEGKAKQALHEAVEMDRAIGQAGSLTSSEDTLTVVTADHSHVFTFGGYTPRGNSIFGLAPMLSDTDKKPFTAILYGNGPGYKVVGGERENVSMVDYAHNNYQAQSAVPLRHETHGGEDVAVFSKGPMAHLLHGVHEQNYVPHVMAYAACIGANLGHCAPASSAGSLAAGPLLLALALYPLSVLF
TNAP pNPP inh – human TNAP enzyme inhibitors, primary screen, biochemical, colorimetric, p-nitrophenol readout | 21,000 tested, under 10 active | inhibition, % at 20 µM | purified TNAP, pNPP hydrolysis, absorbance 405 nm | Alkaline phosphatase, tissue-nonspecific isozyme (Homo sapiens), P05186;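 note: 0% = DMSO only wells and 100% = 1 mM levamisole wells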
Active calls of the source: *.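 Rule for the calls: active = inhibition above 50% at the 20 µM single-dose screen; inactive = the rest.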 A portion of the library. The share of hits here may be higher or lower than overall.

# | mol | TNAP inh Pi | TNAP pNPP inh
1 | Cc1cccc(C)c1NC(=O)C1CCCCN1C (stereo unspecified) | 9 | 2
2 | CCCCC1C(=O)N(c2ccccc2)N(c2ccccc2)C1=O | -5 | -6
3 | Cn1c(=O)c2c(ncn2CCO)n(C)c1=O | 7 | 5
4 | CC[C@]1(O)C[C@@H]2CN(CCc3c([nH]c4ccccc34)[C@@](C(=O)OC)(c3cc4c(cc3OC)N(C)[C@H]3[C@@](O)(C(=O)OC)[C@H](OC(C)=O)[C@]5(CC)C=CCN6CC[C@]43[C@@H]65)C2)C1 | -10 | -13
5 | CCCCOc1ccc(CC(=O)NO)cc1 | 4 | 2
6 | CN(C)CCOc1ccccc1Cc1ccccc1 | 11 | 7
7 | C[C@@H]1C[C@H]2[C@@H]3C[C@H](F)C4=CC(=O)C=C[C@]4(C)[C@@]3(F)[C@@H](O)C[C@]2(C)[C@@]1(O)C(=O)COC(=O)C(C)(C)C | 6 | 0
8 | CCn1cc(C(=O)O)c(=O)c2cc(F)c(N3CCNCC3)nc21 | -4 | -8

Values in list order from above.
TNAP pNPP inh for entries 1–8: 2, -6, 5, -13, 2, 7, 0, -8
TNAP inh Pi for entries 1–8: 9, -5, 7, -10, 4, 11, 6, -4

3 entries drawn at random from those above, as already listed:
# | mol | TNAP inh Pi | TNAP pNPP inh
8 | CCn1cc(C(=O)O)c(=O)c2cc(F)c(N3CCNCC3)nc21 | -4 | -8
5 | CCCCOc1ccc(CC(=O)NO)cc1 | 4 | 2
7 | C[C@@H]1C[C@H]2[C@@H]3C[C@H](F)C4=CC(=O)C=C[C@]4(C)[C@@]3(F)[C@@H](O)C[C@]2(C)[C@@]1(O)C(=O)COC(=O)C(C)(C)C | 6 | 0
